# Bioassay records as filed in PubChem BioAssay.
# MEKK3 PB1 HTS = MEKK3-MEK5 PB1 interaction, increase or decrease. AID 1529. actives 1.4% (n = 290,000). binding response (% of control), % at 10 µM. bead-based flow cytometry, Alexa488-MEK5 binding to MEKK3; actives lie on both sides; 0 = blocked by unlabeled MEK5, 100 = vehicle. Q99759;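 active = binding response more than 3 SD above or below the average of its plate-row segment, actives on both sides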;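 note: Alexa488 bead fluorescence after subtracting the streptavidin-only scavenger bead signal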
# PHOSPHO1 inh = PHOSPHO1 (human) inhibition; recombinant PHOSPHO1, absorbance phosphatase assay; actives 1.1% (n = 290,000); Q8TCT1; inhibition, % at 13.3 µM; in the data active = inhibition above about 60%
# Target sequence (Q8TCT1 whole entry, looked up): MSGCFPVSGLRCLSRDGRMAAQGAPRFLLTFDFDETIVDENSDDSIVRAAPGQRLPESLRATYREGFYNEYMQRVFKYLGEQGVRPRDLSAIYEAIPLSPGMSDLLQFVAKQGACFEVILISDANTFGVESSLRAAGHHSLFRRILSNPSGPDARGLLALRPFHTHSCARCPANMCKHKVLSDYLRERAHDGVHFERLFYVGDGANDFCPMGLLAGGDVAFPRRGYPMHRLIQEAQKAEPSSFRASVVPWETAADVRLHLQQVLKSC
# NALP1 inh = inhibitors of NALP1 inflammasome in yeast; S. cerevisiae NALP1/ASC/caspase-1 growth, X-gal OD620, 72 h; AID 2071; inhibition, % at 10 µM; actives 0.61% (n = 280,000); in the data active = inhibition mostly above about 24%, no sharp cut-off; inactive = mostly below about 32%; note: some compounds called inactive have numbers as strong as hits
# GalR3 antag = human GalR3 antagonism. O60755. HEK293 GalR3-CNG cAMP membrane potential fluorescence; galR3 body fused to GalR1 C-terminus. inhibition, % at 3 µM. actives 0.44% (n = 360,000);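 active = inhibition above the screen-wide average plus 3 SD, cut at about 13% in these data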;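 note: forskolin and galanin both at EC90 stimulate the cells; cAMP rise reported by CNG channel membrane potential dye signal; 0% = forskolin plus galanin with DMSO and 100% = forskolin alone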
# Target sequence (O60755 1-299 limits assumed): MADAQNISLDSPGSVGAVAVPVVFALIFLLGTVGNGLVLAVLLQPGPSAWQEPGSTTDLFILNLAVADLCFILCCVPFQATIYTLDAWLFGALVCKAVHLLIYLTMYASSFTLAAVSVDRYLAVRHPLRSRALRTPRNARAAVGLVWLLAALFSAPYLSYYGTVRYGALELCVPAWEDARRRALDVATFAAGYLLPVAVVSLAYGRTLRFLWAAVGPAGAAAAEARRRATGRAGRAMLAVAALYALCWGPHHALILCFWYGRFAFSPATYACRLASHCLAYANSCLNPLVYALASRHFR
# V1aR counter = counter-screen for oxytocin receptor agonists: human V1a receptor agonists. P37288. CHO-V1R cells, Fluo-8 calcium fluorescence, agonist mode; 0% DMSO, 100% 3 nM vasopressin. activation, % at 3 µM. actives 0.25% (n = 320,000). AID 2797;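 active = activation above the mean activation of all tested compounds plus 3 SD, per screening run, cut at about 20% in these data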;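 note: signal is peak over basal fluorescence ratio across a 100 second FLIPR read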
# MEKK2 mut-MEK5 = signal of MEK5 binding to mutant human MEKK2 PB1 domain. percent response, % at 10 µM. AID 1530. actives 0.35% (n = 290,000). bead flow cytometry, Alexa488-MEK5 binding to MEKK2 mutant; in the data active = percent response above about 24%, passing the limit was not always enough; note: inactives centre near 1; some results filed as inactive read as strong as hits; reference of the scale not given here
# OXTR agonist = activates the human oxytocin receptor | actives 0.32% (n = 320,000) | activation, % at 3 µM | P30559 | CHO-OTR cells, Fluo-8 calcium fluorescence; normalized: DMSO 0%, oxytocin 100% | AID 2435;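 active = activation above the mean of all tested compounds plus 3 SD, cutoff set per screening run, cut at about 20% in these data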;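 note: peak over basal fluorescence ratio from a 100 s FLIPR kinetic read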
# Target sequence (P30559 whole entry, looked up): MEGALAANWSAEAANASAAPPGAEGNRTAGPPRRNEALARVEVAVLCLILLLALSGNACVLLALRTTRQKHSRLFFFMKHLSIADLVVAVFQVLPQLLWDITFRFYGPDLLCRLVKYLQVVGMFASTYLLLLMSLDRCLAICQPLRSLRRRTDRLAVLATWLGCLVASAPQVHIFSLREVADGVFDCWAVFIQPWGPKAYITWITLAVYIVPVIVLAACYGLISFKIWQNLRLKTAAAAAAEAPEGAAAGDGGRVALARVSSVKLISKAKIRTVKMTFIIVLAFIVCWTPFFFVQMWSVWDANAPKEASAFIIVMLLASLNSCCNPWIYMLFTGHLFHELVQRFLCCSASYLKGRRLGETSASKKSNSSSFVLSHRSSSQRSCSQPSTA
# MEKK2 WT-MEK5 = raises or lowers MEK5 binding to wildtype human MEKK2 PB1 domain; Q9Y2U5; bead flow cytometry, Alexa488-MEK5 binding to MEKK2 WT; actives lie on both sides; binding response (% of control), % at 10 µM; actives 1.1% (n = 290,000); in the data active = binding response below about 67% or above about 130%
# GPR7 antagonist = blocks human GPR7 receptor signaling. GPR7-expressing cells, fluorescence antagonist assay. actives 1.1% (n = 290,000). inhibition, % at 4.4 µM. AID 1861. P48145; in the data active = inhibition above about 16%, passing the limit was not always enough;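 note: cells stimulated with the agonist NPW; 0% = agonist with vehicle and 100% = vehicle without agonist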
# An asterisk follows results filed as active; nt = not tested or not shown.
SMILES,MEKK3 PB1 HTS,PHOSPHO1 inh,NALP1 inh,GalR3 antag,V1aR counter,MEKK2 mut-MEK5,OXTR agonist,MEKK2 WT-MEK5,GPR7 antagonist
CCOC(=O)CCCSc1nc(-c2ccc3c(c2)OCO3)cc(C(F)(F)F)c1C#N,110.0,-12.0,-21.1,-8.7,-0.1,1.0,0.0,94.0,-11.1
COc1cccc(C2=NN(S(C)(=O)=O)C(c3cccs3)C2)c1 (configuration not stated),108.0,44.0,8.9,-9.3,0.7,12.0,-0.9,109.0,6.9
Oc1ccc(/C=N/Nc2ncc(Cl)cc2Cl)cc1,104.0,17.9,-1.7,-9.8,-1.1,5.0,-1.7,102.0,-3.9
Cc1cc(C)nc(SCc2nnc(SCC(N)=O)o2)n1,96.0,14.7,9.8,-5.3,0.6,-1.0,-0.1,91.0,-4.8
COc1c2ccccc2nc2ccccc12,103.0,34.8,12.4,-10.9,4.2,1.0,6.2,102.0,-2.7
COc1ccc(NC2c3ncccc3C(=O)N2Cc2cccs2)cc1 (configuration not stated),94.0,43.7,26.7,-5.3,0.9,-1.0,0.1,93.0,3.4
COc1cccc(C(c2nnnn2CC2CCCO2)N2CCN(C(=O)c3ccco3)CC2)c1OC (configuration not stated),107.0,49.9,-0.9,-0.4,0.9,7.0,-0.5,109.0,-16.6
O=C1/C(=C\c2ccco2)SC(=S)N1C1CCS(=O)(=O)C1 (configuration not stated),97.0,-111.4,27.2,-3.6,-2.0,-1.0,-0.1,95.0,15.9
CC(C)c1cccc(C(C)C)c1NC(=O)CN1C(=O)NC2(CCCC2)C1=O,101.0,18.4,23.0,-6.8,-0.5,5.0,1.3,105.0,-8.0
CCCCNc1nc(N(C)c2ccccc2)nc(-n2ccnc2)n1,108.0,3.8,3.1,-3.8,-0.9,-1.0,-1.9,105.0,-22.4
CC12CCC(C(=O)NNc3ccccc3)(C(=O)C1=O)C2(C)C (configuration not stated),90.0,-24.7,nt,-0.5,0.5,-2.0,-0.4,100.0,-10.9
COc1cccc(-c2nc(CS(=O)(=O)CC(=O)NCCCN3CCc4ccccc4C3)c(C)o2)c1,101.0,-2.4,20.0,-3.4,0.7,3.0,-1.3,128.0,-6.5
Cc1c(C(=O)Nc2cc(S(=O)(=O)N3CCOCC3)ccc2N2CCOCC2)oc2ccccc12,nt,26.7,-32.3,-0.1,-0.7,nt,-1.4,nt,-4.9
Cc1cc(NC(=O)c2ccc(COc3ccccc3Cl)o2)no1,102.0,-0.6,6.6,-4.8,-1.2,9.0,-1.2,103.0,4.0
COc1ccc(Cl)c(S(=O)(=O)N2CCCC2)c1,nt,-32.0,-19.0,2.3,0.0,nt,-1.8,nt,-8.0
O=C(CCCN1C(=O)/C(=C/c2ccccc2Cl)SC1=S)NNC(=O)c1ccc(Cl)cc1,117.0,10.0,nt,3.0,-0.5,14.0,0.4,105.0,-10.7
CSc1ccc(OC2CCN(Cc3ccccc3)CC2)cc1,102.0,-2.7,31.1,0.1,2.0,1.0,-1.1,105.0,-2.7
O=c1cc(-c2ccccc2)c2cc(Cl)c(O)c(CN3CCOCC3)c2o1,92.0,15.9,3.8,-4.5,1.2,-2.0,0.3,91.0,-11.8
O=c1c(O)c(-c2ccc3c(c2)OCO3)oc2ccccc12,98.0,1.4,6.2,-0.7,1.7,18.0,0.5,99.0,-4.9
CCN(/C=N/c1sc2c(c1C#N)CCCCC2)CC,106.0,28.4,6.9,-3.2,-1.6,1.0,-2.6,102.0,-6.4
COC(=O)c1cc(Br)c(=O)n(-c2cccc(F)c2)c1,98.0,37.3,12.9,3.8,-1.3,4.0,-1.6,105.0,-4.8
CCOC(=O)c1c(-c2ccc(F)cc2)csc1NC(=O)CN1C(=O)NC2(CCCCC2C)C1=O (configuration not stated),90.0,-9.0,10.2,-2.1,1.4,-5.0,-2.7,89.0,18.3
O=C1c2[nH]nc(-c3ccccc3O)c2C(c2ccc(F)cc2)N1CC1CCCO1 (configuration not stated),97.0,-29.9,-7.3,2.6,0.2,0.0,1.4,104.0,-5.3
COc1ccc(CN2CCN(C(=O)C3CCC(CNS(=O)(=O)c4ccccc4)CC3)CC2)c(OC)c1OC (configuration not stated),96.0,37.3,8.6,-4.3,6.5,-2.0,4.9,106.0,-7.0
N/C(=N\OC(=O)c1cccc(F)c1)c1ccccn1,105.0,27.9,3.3,0.8,0.1,0.0,-0.3,100.0,-0.9
COCCn1c(=O)[nH]c2cc(C(=O)Nc3cc(OC)c(OC)c(OC)c3)ccc2c1=O,102.0,5.0,4.3,-4.8,1.1,-3.0,1.1,104.0,0.4
O=C(CSc1ccccn1)N1CCN(c2cccc(Cl)c2)CC1,102.0,82.6*,3.7,-9.0,2.6,1.0,2.2,100.0,-3.9
CC(=O)Nc1ccc(C(=O)OCC(=O)/C(C#N)=C(\C)N)cc1,105.0,-106.2,-2.3,-4.8,0.3,-2.0,0.6,104.0,5.9
COc1ccc(Nc2ccncc2[N+](=O)[O-])cc1,101.0,2.0,6.8,2.0,-0.1,1.0,0.2,102.0,-7.9
CC(C)NS(=O)(=O)c1ccc(OCC(=O)Nc2ccc3c(c2)OCO3)c(Cl)c1,100.0,-20.9,42.5,-5.4,5.3,5.0,3.8,102.0,2.9
CC(C)(C)N(NC(=O)Nc1ccc(F)cc1)C(=O)c1ccccc1,127.0,8.4,30.0,1.3,1.3,0.0,0.1,107.0,-2.0
O=C(Cc1cccc(C(F)(F)F)c1)NCc1cccc(Cl)c1,96.0,-18.4,22.2,-2.7,-1.1,-3.0,-2.5,99.0,7.0
O=C(Nc1ncc(Cc2cccc(Cl)c2)s1)c1ccc([N+](=O)[O-])cc1,95.0,6.0,17.8,0.1,-0.5,-1.0,-0.3,101.0,3.2
CCCCOC(=O)Nc1ccc(OC)cc1S(=O)(=O)N1CCOCC1,103.0,9.6,16.2,2.7,0.7,4.0,0.0,105.0,-4.2
Cn1cccc1Cc1nnc(SCC(=O)Nc2ccc3c(c2)OCCO3)n1CCc1ccccc1,106.0,38.3,-6.8,1.0,-0.2,1.0,-0.8,108.0,-8.3
O=C1CCC(C(=O)Nc2ccc(Cl)cc2)N1 (configuration not stated),101.0,19.0,4.8,-6.0,1.0,4.0,1.4,103.0,-12.6
CCn1c(CC(=O)Nc2ccc(C)cc2)nnc1SCC(=O)N1CCOCC1,104.0,62.8*,9.9,0.2,-0.2,7.0,-0.4,101.0,-19.3
CCn1c2ccccc2c2cc(NC(=O)COC(=O)C3CCC(=O)N3)ccc21 (configuration not stated),105.0,2.9,2.9,-4.0,-1.6,8.0,-0.4,106.0,-4.6
CCOC(=O)C(NC(=O)Nc1ccc(O)cc1)(c1ccccc1)C(F)(F)F (configuration not stated),132.0,9.8,20.8,-3.3,2.2,0.0,0.8,105.0,-0.8
COC/C=C/C1=CC2=CC(=O)C(C)(OC(=O)CCC(=O)OC)C(=O)C2=CO1 (configuration not stated),88.0,30.9,-30.9,nt,0.0,-11.0,-0.1,87.0,nt

# Whole records as entered above. Screens in order: MEKK3 PB1 HTS	PHOSPHO1 inh	NALP1 inh	GalR3 antag	V1aR counter	MEKK2 mut-MEK5	OXTR agonist	MEKK2 WT-MEK5	GPR7 antagonist
# Cn1cccc1Cc1nnc(SCC(=O)Nc2ccc3c(c2)OCCO3)n1CCc1ccccc1 as listed: 106.0	38.3	-6.8	1.0	-0.2	1.0	-0.8	108.0	-8.3
# COc1ccc(CN2CCN(C(=O)C3CCC(CNS(=O)(=O)c4ccccc4)CC3)CC2)c(OC)c1OC (configuration not stated) as listed: 96.0	37.3	8.6	-4.3	6.5	-2.0	4.9	106.0	-7.0

# (more compounds)
SMILES,MEKK3 PB1 HTS,PHOSPHO1 inh,NALP1 inh,GalR3 antag,V1aR counter,MEKK2 mut-MEK5,OXTR agonist,MEKK2 WT-MEK5,GPR7 antagonist
O=C(/C=C/c1cccc([N+](=O)[O-])c1)Nc1ccc(Cl)cn1,95.0,-7.0,23.6,-2.1,0.0,-4.0,-1.6,94.0,4.2
CC(C)OCCCNc1ncc2c(n1)CC(c1cccs1)CC2=O (configuration not stated),104.0,32.5,-2.7,-4.6,-0.9,12.0,-1.3,99.0,-4.7
Clc1cccc(Cc2nn[nH]n2)c1,98.0,27.7,7.9,-0.5,0.2,4.0,0.2,100.0,-11.9
COc1cccc(NC(=S)NN=C2CCC(C(C)(C)C)CC2)c1 (configuration not stated),109.0,-81.0,-36.3,-0.9,-0.6,-3.0,-0.9,100.0,-0.4
CC(C)(C)CN1CCN(Cc2cccnc2)CC1CCO (configuration not stated),111.0,18.3,23.0,-10.6,-0.8,16.0,0.1,118.0,-16.9
COc1ccc(CCNC(=O)[C@H](C)NC(=O)[C@@H]2CSC3c4ccccc4C(=O)N32)cc1 (some centres not stated),99.0,27.9,15.8,2.8,4.3,-1.0,0.6,95.0,-15.2
CC(C)(C)C(=O)NC1CC2CCCC(C1)N2C(=O)Nc1ccccc1Cl (configuration not stated),104.0,13.8,20.1,-3.6,nt,2.0,nt,107.0,-14.8
COC(=O)C1=CN(CC2CCCO2)C=C(C(=O)OC)C1c1ccsc1 (configuration not stated),102.0,-19.3,12.8,1.3,-0.1,0.0,-1.5,100.0,-2.3
O=C(CSc1nnc(Cc2ccccc2)o1)c1cc(F)ccc1F,109.0,-11.1,0.9,-2.7,-0.8,-1.0,-0.7,107.0,-4.7
COC(=O)C1C(=O)NC(SC)=C(C#N)C1c1ccccc1 (configuration not stated),87.0,21.6,0.8,7.4,0.3,-5.0,-0.1,87.0,-9.8
COc1nc(OCC#N)nc(N2CCCCC2)n1,92.0,-26.9,7.9,-2.8,0.3,-7.0,-1.0,92.0,-3.5
CCOC(=O)c1[nH]c(C)c(C(=O)OCC(=O)N2c3ccccc3CC2C)c1C (configuration not stated),99.0,34.3,3.2,0.6,-0.6,6.0,-0.6,105.0,1.6
O=C(CSc1nc(Nc2ccccc2)nc(N2CCOCC2)n1)NC1CCCCC1,102.0,19.8,15.2,0.8,-0.1,4.0,0.4,107.0,-21.0
COc1cccc(NC(=O)C(=O)N2CCOCC2)c1,82.0,32.6,-2.4,-3.4,0.6,3.0,0.3,91.0,4.5
C/C(CS(=O)(=O)c1ccccc1)=N\O,100.0,43.9,0.3,-1.4,0.9,-8.0,1.2,95.0,2.5
CCOC(=O)c1sc(NC(=O)CSc2nnc(Cc3ccccc3)o2)c(C(=O)OCC)c1C,86.0,20.1,-6.6,-4.1,2.1,-17.0,-0.2,86.0,-7.6
CC(C)(C)C(O)(CC#CCN1CCCC1)c1ccccc1 (configuration not stated),97.0,28.8,10.8,-7.5,1.3,-11.0,1.9,99.0,2.3
O=C(NC(=S)NNS(=O)(=O)c1ccccc1)c1ccc([N+](=O)[O-])cc1,101.0,-17.3,-26.7,-4.8,0.5,-3.0,-0.5,101.0,-9.7
Cc1cc(NS(=O)(=O)c2ccc(NC(=O)Nc3ccccc3)cc2)no1,104.0,-10.0,-2.1,-4.1,-0.2,-2.0,-0.4,102.0,-17.9
Nc1cccc(NC(=O)c2cccs2)c1,99.0,18.0,10.7,-3.5,0.3,3.0,-0.4,106.0,-24.0
CCOC(=O)C1CCCN(C(=O)c2ccc(C)c(NC(=O)C3=C(C)OCCS3)c2)C1 (configuration not stated),97.0,20.7,-7.7,-8.4,1.8,0.0,0.4,93.0,-2.1
